NS3 helicase inh: inhibitors of Hepatitis C virus NS3 helicase; NS3 helicase DNA unwinding, Cy5 molecular beacon fluorescence; inhibition, % at 10.9 µM; 0.56% of 290,000 active;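 active = inhibition above the mean of all tested compounds plus 3 SD, set per campaign, cut at about 35% in these data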;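 note: 0% = DMSO wells and 100% = thioflavine S control wells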
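Test system: hepatitis C virus NS3 helicase domain fragment enzyme. Also added: annealed dual-labelled DNA beacon duplex, ATP-started. Timing: 60 min unwinding reaction at 25 °C after ATP addition. Technique: Cy5 fluorescence. Measure: % inhibition of unwinding.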
DNA FID counter: displaces DNA intercalator in HCV helicase counter-screen; DNA fluorescent intercalator displacement, fluorescence; inhibition, % at 7.9 µM; 0.17% of 290,000 active; AID 1845; in the data active = inhibition above about 37%;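 note: 0% = vehicle and 100% = reference compound; higher means more ethidium bromide displaced from hairpin DNA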
IMP-1 inh: blocks Pseudomonas aeruginosa IMP-1 metallo-beta-lactamase; purified IMP-1, nitrocefin hydrolysis, epi-absorbance fluorescence; inhibition, % at 5.6 µM; 0.45% of 290,000 active; AID 1556;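 active = inhibition above the mean plus 3 SD of all compounds in the same screening run, cut at about 4.5% in these data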;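 note: 0% = IMP-1 with DMSO and 100% = DMSO wells lacking enzyme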
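System: Purified IMP-1 | Read-out basis: Percent enzyme inhibition | Controls: IMP-1 with DMSO as 0%, enzyme-free DMSO as 100% | Replicates: One well per compound | Doses: 5.6 µM nominal single concentration | Detection: Epi-absorbance fluorescence, 480 nm excitation, 530 nm emission | Incubation: 25 °C, 15 min preincubation, 25 min reaction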
SUMO HTRF inh: inhibitors of human SUMOylation (UBC9) | P63279 | HTRF SUMOylation assay, SAE1/SAE2 + UBC9, in vitro | inhibition, % at 35 µM | 0.36% of 290,000 active | AID 2006; in the data active = inhibition above about 50%, passing the limit was not always enough; note: strong numbers were not always called active
MEKK3 PB1 HTS: MEKK3-MEK5 PB1 interaction, increase or decrease; binding response (% of control), % at 10 µM; bead-based flow cytometry, Alexa488-MEK5 binding to MEKK3; actives lie on both sides; 0 = blocked by unlabeled MEK5, 100 = vehicle; 1.4% of 290,000 active;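 active = binding response more than 3 SD above or below the average of its plate-row segment, actives on both sides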;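 note: Alexa488 bead fluorescence after subtracting the streptavidin-only scavenger bead signal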
IDE act: IDE (human) activation, cell-based. HEK cells, FAbeta-B cleavage, fluorescence polarization; 0% vehicle, 100% cell-free pure enzyme wells. P14735. activation, % at 5.96 µM. 0.073% of 340,000 active. AID 493087;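 active = activation above the mean of all tested compounds plus 3 SD, set per screening campaign, cut at about 17% in these data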
Target sequence (P14735 whole entry, looked up): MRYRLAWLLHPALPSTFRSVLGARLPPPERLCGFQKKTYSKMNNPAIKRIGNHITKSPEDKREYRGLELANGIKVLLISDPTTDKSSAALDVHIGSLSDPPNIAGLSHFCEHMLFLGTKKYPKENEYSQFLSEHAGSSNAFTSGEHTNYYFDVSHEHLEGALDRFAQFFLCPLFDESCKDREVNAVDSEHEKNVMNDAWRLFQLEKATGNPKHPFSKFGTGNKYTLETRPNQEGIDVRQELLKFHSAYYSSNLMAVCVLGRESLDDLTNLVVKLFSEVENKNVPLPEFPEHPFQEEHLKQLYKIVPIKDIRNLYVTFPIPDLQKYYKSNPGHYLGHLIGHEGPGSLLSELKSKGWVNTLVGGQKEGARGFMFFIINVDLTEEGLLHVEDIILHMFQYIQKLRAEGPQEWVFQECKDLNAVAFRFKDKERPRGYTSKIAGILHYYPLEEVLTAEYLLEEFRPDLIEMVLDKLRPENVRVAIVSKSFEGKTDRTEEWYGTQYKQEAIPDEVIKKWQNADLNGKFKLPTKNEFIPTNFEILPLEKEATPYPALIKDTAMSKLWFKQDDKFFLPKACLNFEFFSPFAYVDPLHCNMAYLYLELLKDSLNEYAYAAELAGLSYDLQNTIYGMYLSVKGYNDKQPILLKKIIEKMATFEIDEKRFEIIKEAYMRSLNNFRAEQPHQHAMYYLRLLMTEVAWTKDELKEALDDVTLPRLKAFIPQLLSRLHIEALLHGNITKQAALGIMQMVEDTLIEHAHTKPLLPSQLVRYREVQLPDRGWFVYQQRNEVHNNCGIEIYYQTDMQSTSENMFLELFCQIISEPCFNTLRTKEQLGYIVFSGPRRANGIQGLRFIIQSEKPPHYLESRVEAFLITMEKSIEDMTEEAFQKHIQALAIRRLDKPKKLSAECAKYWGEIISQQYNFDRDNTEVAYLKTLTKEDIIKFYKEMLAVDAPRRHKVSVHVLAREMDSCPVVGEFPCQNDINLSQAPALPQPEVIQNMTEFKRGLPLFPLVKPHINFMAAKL
PHOSPHO1 inh: PHOSPHO1 (human) inhibition; AID 1565; inhibition, % at 13.3 µM; 1.1% of 290,000 active; Q8TCT1; recombinant PHOSPHO1, absorbance phosphatase assay; in the data active = inhibition above about 60%
VIM-2 inh: inhibitors of Pseudomonas aeruginosa VIM-2 metallo-beta-lactamase. purified VIM-2, nitrocefin hydrolysis, epi-absorbance fluorescence. inhibition, % at 5.6 µM. 0.89% of 290,000 active. AID 1527;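 active = inhibition above the mean of all tested compounds plus 3 SD, cutoff set per screening run, cut at about 7.5% in these data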;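 note: red hydrolysis product quenches plate fluorescence so inhibitors raise well fluorescence; 0% = enzyme with DMSO and 100% = DMSO without enzyme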
pCIP destab: compounds decreasing mouse p/CIP protein stability | Q05BA5 | F442A p/CIP-EGFP cells, EGFP fluorescence, 16 h | decrease of EGFP signal, % at 10 µM | 0.01% of 290,000 active | AID 1984;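 active = EGFP signal decrease of at least 30% at 10 µM or well 3 SD below plate mean, unless failing retest; inactive = the rest, including hits failing retest or dose response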; note: some compounds called inactive have numbers as strong as hits; many of its hits are not listed in these tables
Active calls of the source: *; nt = not tested or not shown; ! = a repeat was not active. Some of the compounds tested, so the mix of outcomes need not match the whole.

SMILES	NS3 helicase inh	DNA FID counter	IMP-1 inh	SUMO HTRF inh	MEKK3 PB1 HTS	IDE act	PHOSPHO1 inh	VIM-2 inh	pCIP destab
Cc1occc1-c1nnc(SCC(=O)NC(C)(C)C)n1CC(C)C	-1	-28	0.0	8	102	0	10	-2.9	-8
COc1cccc(C(C#N)N2CCOCC2)c1 (stereo not given)	14	4	1.1	-13	96	2	11	-5.0	-15
Cc1cc[n+](-c2[nH]c(=O)sc2/C=N/NC(=O)c2ccccc2[O-])cc1C	6	1	-4.9	15	101	4	-16	-4.5	-7
CCOc1ccc2[nH]cc(S(=O)(=O)c3ccc(C)cc3)c(=O)c2c1	8	-9	-4.1	11	110	4	-12	-1.7	1
COc1ccc(Nc2nc(N)nc(CCl)n2)cc1	2	-1	-1.9	10	96	-7	42	-4.7	-4
O=C(COC(=O)CCNS(=O)(=O)c1ccc(Cl)cc1)NCc1ccco1	4	2	-2.3	6	nt	7	11	-1.8	0
Cc1nc(NC(=O)CSc2nnc(-c3ccccc3)c(-c3ccccc3)n2)c(Cl)cc1Cl	8	-11	-3.4	-24	113	-5	-15	-2.6	8
Cc1ccc(S(=O)(=O)NNC(=O)C(=O)NNS(=O)(=O)c2ccc(C)cc2)cc1	-4	-12	0.0	14	98	3	-4	-0.9	-1
O=C1CCCN2N=C(SCC(=O)Nc3ccc(Cl)cc3)SC2=N1	6	-3	-2.6	7	104	-5	22	-4.9	-5
CC1Cc2cc(S(=O)(=O)N3CCC(C(=O)Nc4ccccn4)CC3)ccc2N1C(=O)C1CCC1 (stereo not given)	9	-40	-3.1	-8	94	-3	38	4.6	-2
O=C(Nc1cccc(O)c1)c1cccc(NC(=O)c2cccs2)c1	0	-5	-4.6	3	97	-1	40	-4.3	3
CCN1CCCC1CNC(=O)CCc1nc(-c2ccc(C)cc2)no1 (stereo not given)	-2	6	-1.8	12	100	-3	27	-2.9	-2
COC(=O)N/N=C\c1cccc(OC(=O)c2cccs2)c1	1	-6	-2.4	-15	103	nt	18	-2.4	1
Cc1ccc(C)c(C(=O)C(C)Sc2nc3nn(-c4ccccc4)c(=O)c-3c3n2CCCCC3)c1 (stereo not given)	0	-11	-2.5	-4	98	-2	36	-3.2	-17
Cc1ccc(S(=O)(=O)NCc2ccc(C(=O)N3CCCC3)cc2)cc1	7	-22	-5.8	-11	88	-2	23	-1.0	2
COc1ccc(CN(CC(=O)NC(C)C)C(=O)CCC(=O)Nc2nccs2)cc1	10	-26	-2.4	-2	99	-1	45	-3.0	-8
COC(=O)C(C)Oc1ccc2c(-c3cccc([N+](=O)[O-])c3)cc(=O)oc2c1 (stereo not given)	-4	3	-2.5	-15	95	6	-27	0.2	7
O=C1CCC(=O)N1CC(O)COc1ccccc1 (stereo not given)	3	-1	-3.0	10	101	-2	32	-2.1	5
CC(C)NCC(O)c1ccc(NS(C)(=O)=O)cc1 (stereo not given)	-3	2	-1.8	5	122*!	6	28	-2.5	-4
COc1ccc(NC(=O)CSc2nc(O)cc(=O)n2-c2ccccc2OC)cc1	20	-35	-1.5	27	102	8	17	-2.0	-10
Cn1cccc1C(=O)/C(C#N)=C/c1ccc(F)cc1	-3	-3	-1.8	2	104	-11	27	-2.0	4
COc1ccc(Cl)cc1NC(=O)COC(=O)CCCN1C(=O)c2ccccc2C1=O	-4	-19	-2.1	16	108	1	-5	-3.4	-5
O=C(COc1ccc2ccccc2c1)Nc1ccncc1	-3	0	-2.1	-6	103	3	32	-3.0	-32
Cc1ccc(-c2csc(NC(=O)C[n+]3cc(-c4ccccc4)n4c3CCC4)n2)cc1	-77	28	-2.7	3	96	nt	22	-3.3	2
CCCCCCOc1ccc(OC(=O)c2cccnc2)cc1	3	-1	-2.2	-14	101	1	4	-1.8	-14

The list goes on, overlapping the part above by 2 compounds.
SMILES	NS3 helicase inh	DNA FID counter	IMP-1 inh	SUMO HTRF inh	MEKK3 PB1 HTS	IDE act	PHOSPHO1 inh	VIM-2 inh	pCIP destab
Cc1ccc(-c2csc(NC(=O)C[n+]3cc(-c4ccccc4)n4c3CCC4)n2)cc1	-77	28	-2.7	3	96	nt	22	-3.3	2
CCCCCCOc1ccc(OC(=O)c2cccnc2)cc1	3	-1	-2.2	-14	101	1	4	-1.8	-14
O=C(CCc1ccccc1)Nc1ccc(NC(=O)c2ccco2)cc1	6	-9	-3.7	4	96	3	-19	-7.2	-3
COc1ccc(OC)c(CCNC(=O)C2CCN(c3ncnc4c3nc3n4CCCCC3)CC2)c1	29	-54	-3.0	-6	98	4	13	0.4	-7
N#CC(=C1CCCC1)c1nc(-c2cc3ccccc3oc2=O)cs1	9	-4	-3.9	0	81	-1	8	-2.0	0
Nc1n[nH]c(C2CC2)c1N=Nc1ccc(Cl)cc1	-10	-1	-5.3	-2	109	nt	-2	-2.5	0
O=C(O)COc1ccc(NC(=O)c2ccco2)cc1	-3	1	-1.2	5	117	-3	1	-0.3	-8
COc1ccc(/C=C(/NC(=O)c2cccc([N+](=O)[O-])c2)C(=O)O)cc1OC	-2	3	-2.8	16	100	8	15	-2.5	-7
COc1ccc(NC(=S)Nc2ccc(OCc3ccccc3)cc2)cc1OC	-29	1	-0.3	5	96	-1	-10	-2.1	7
CCCC(=O)Nc1ccc(C(=O)NNC(=O)c2ccccc2Br)cc1	3	-2	-2.9	-3	101	8	4	-2.3	1
Cc1ccccc1N1C(=O)CC(N(O)c2ccccc2)C1=O (stereo not given)	6	0	-2.9	-6	102	4	3	2.3	15
Cc1[nH]c2ccccc2c1C(=O)C(=O)NCCC1=CCCCC1	16	-12	-3.0	0	135*	5	12	-2.8	5
COc1ccc(-c2ccc(C#N)c(SCC(=O)NCc3ccco3)n2)cc1OC	9	-20	-0.9	42	95	4	-6	-0.3	-7
COc1ccc(-c2noc(CSc3ccc(C)cc3)n2)cc1	-6	-3	-4.5	1	102	2	-9	-1.2	-2
CCN(CC(=O)Nc1ccc([N+](=O)[O-])cc1OC)c1ccccc1	9	-1	-2.4	12	93	7	35	-0.5	18
COc1cc(OC)cc(C(=O)N2CCN(C(=O)c3ccc(OC)c(OC)c3)CC2)c1	2	-19	-2.8	2	nt	3	-1	-1.1	-4
Cc1ccc(/C=C/C(=O)O)cc1S(=O)(=O)N1CCCc2ccccc21	14	-33	-2.9	9	91	8	-12	-2.1	5
COc1ccc(C(C(=O)NC2CCCCC2)N(C(=O)c2csnn2)C2CC2)cc1 (stereo not given)	3	-31	-2.9	12	100	-5	35	0.0	3
Cc1ccccc1NS(=O)(=O)c1cc(C(=O)NCc2ccncc2)ccc1Cl	9	-6	-1.9	1	97	-7	41	-4.3	-16
O=C(CN1CCN(CCC(=O)Nc2ccccc2F)CC1)Nc1ccc(F)cc1	0	2	-1.9	25	99	-1	-6	-3.3	-5
CCc1cc(C(=O)N2CCN(c3ccccn3)CC2)sc1C	6	-28	-1.0	7	103	-2	43	-2.2	6
O=C(c1nc2nc(-c3ccc(Cl)cc3)cc(C(F)(F)F)n2n1)N1CCOCC1	2	1	-0.9	7	97	0	-1	0.8	3
CCOC(=O)N1CCN(CC(O)COc2ccc(CC)cc2)CC1 (stereo not given)	-2	-15	-2.2	3	100	2	20	-3.7	-14
CC(=O)Nc1nnc(CCS(=O)(=O)c2ccc(Cl)cc2)s1	7	5	-2.9	13	103	3	15	-2.1	17
Cc1ccc(OCC(=O)Nc2ccc(CN3CCOCC3)cc2)cc1	4	-11	-2.2	2	96	3	61*	-2.4	-12
CC(CN1CCOCC1)OC(=O)C1COc2ccccc2O1 (stereo not given)	4	6	-2.9	8	98	4	25	-3.3	-20
COc1ccc(N/N=C(\C#N)C(=N)N2CCCCC2)cc1	-4	4	-1.3	-2	87	4	25	0.4	8

Other structures follow:
SMILES	NS3 helicase inh	DNA FID counter	IMP-1 inh	SUMO HTRF inh	MEKK3 PB1 HTS	IDE act	PHOSPHO1 inh	VIM-2 inh	pCIP destab
CC(/C=N/NC(=O)c1cccnc1)=C\c1ccco1	4	-5	-5.5	-4	100	3	-4	-4.6	5
Cc1ccc(C(=O)OCC(=O)Nc2sccc2C(N)=O)cc1NC(=O)c1ccco1	1	-16	-2.4	10	107	-5	25	-0.9	-4
COc1ccccc1/C=C(\NC(=O)c1ccccc1)C(=O)NCc1ccco1	-5	-5	-4.7	6	103	3	18	-2.8	5
COc1ccc(CN2C(=O)Cc3c2nc(N)c2c(N)nc(N4CCCCC4)c(C#N)c32)cc1	29	-11	-2.7	30	95	nt	-10	-2.6	-22
C=C(C)c1cccc(C(C)(C)NC(=O)N2CCN(CC)CC2)c1	-1	2	-3.2	-2	98	-1	-6	-3.1	-33
CC[n+]1c(/C=C(\C)Nc2ccccc2)sc2ccccc21	-2	-4	-2.3	-8	94	-1	-7	0.8	3
CCOc1ccc(C(=O)NC(=S)Nc2ccc(N3CCOCC3)c(Cl)c2)cc1[N+](=O)[O-]	-9	1	0.4	6	95	2	-32	-0.1	1
CCOc1ccc(CN(C)CC(=O)NNC(=O)c2ccc(Cl)cc2)cc1OC	1	7	-4.1	18	128*	3	-45	-6.2	-14
Cc1cccc(C(=O)NCC(=O)OCC(=O)N2CCc3ccccc32)c1	11	-18	-1.9	8	102	2	36	-2.0	-4
COc1ccc(NC(=O)CN2CCN(CC(=O)Nc3ccc(OC)c(OC)c3)CC2)cc1	5	-7	-1.0	10	111	3	42	-2.8	-5
COc1ccccc1CNC(=O)CCc1cn(C)c2ccccc12	4	-19	-2.5	2	100	-1	38	-3.9	0
COc1ccccc1C(=O)NCC(=O)N/N=C/c1cn[nH]c1-c1ccccc1	-12	-16	-3.5	13	102	2	28	-3.2	16
CC(C1CC1)N(Cc1ccccc1)C(=S)Nc1ccccc1Cl (stereo not given)	1	-3	-2.7	-6	107	0	26	-2.6	0
Cc1ccc(C(=O)N2CCCN(c3nc4cc5c(cc4cc3C#N)OCO5)CC2)cc1	31	-9	1.7	33	99	5	24	-0.4	-3
COc1ccc(C(=O)C2CCCN(S(=O)(=O)N(C)C)C2)c(C)c1 (stereo not given)	-14	-16	-2.9	-1	104	1	14	-3.0	-16
O=C(c1cc(C2CC2)nc2ccccc12)N1N=C(C(F)F)CC1(O)C(F)F (stereo not given)	-3	-11	-4.7	-45	92	2	19	-2.0	11
CCC(=O)N1CCc2cc(S(=O)(=O)CCC(=O)NCc3ccccc3OC)ccc21	-1	-21	-2.9	-3	102	7	7	-2.9	-2
O=S(=O)(c1ccc(Br)cc1)N1CCN(c2ccc3nnc(-c4ccccc4)n3n2)CC1	7	-1	-2.4	-11	116	-4	-9	-2.7	-23
Cn1cc([N+](=O)[O-])c(C(=O)NC2CCCCCC2)n1	-1	-5	-2.4	-3	104	3	22	-0.9	-4
COc1ccc(N=N/C(=C\O)C(=O)c2cccs2)cc1	2	-9	-0.3	7	99	3	3	2.7	5

Whole records, quoted from the list. Values in the order: NS3 helicase inh, DNA FID counter, IMP-1 inh, SUMO HTRF inh, MEKK3 PB1 HTS, IDE act, PHOSPHO1 inh, VIM-2 inh, pCIP destab
Results for CC(C1CC1)N(Cc1ccccc1)C(=S)Nc1ccccc1Cl (stereo not given) = 1, -3, -2.7, -6, 107, 0, 26, -2.6, 0
Results for O=S(=O)(c1ccc(Br)cc1)N1CCN(c2ccc3nnc(-c4ccccc4)n3n2)CC1 = 7, -1, -2.4, -11, 116, -4, -9, -2.7, -23
